TNAP act hiacc – increases human TNAP activity under high phosphate acceptor concentration; activation factor at 20 µM; 200,000 tested, under 10 active; P05186; purified TNAP, CDP-star luminescence, 1 M DEA, 30 min; active compounds read high; 0 = EDTA background, 1 = DMSO-only activity; AID 1136;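 active means activation factor at least 2 at 20 µM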
Target sequence (P05186 whole entry, looked up): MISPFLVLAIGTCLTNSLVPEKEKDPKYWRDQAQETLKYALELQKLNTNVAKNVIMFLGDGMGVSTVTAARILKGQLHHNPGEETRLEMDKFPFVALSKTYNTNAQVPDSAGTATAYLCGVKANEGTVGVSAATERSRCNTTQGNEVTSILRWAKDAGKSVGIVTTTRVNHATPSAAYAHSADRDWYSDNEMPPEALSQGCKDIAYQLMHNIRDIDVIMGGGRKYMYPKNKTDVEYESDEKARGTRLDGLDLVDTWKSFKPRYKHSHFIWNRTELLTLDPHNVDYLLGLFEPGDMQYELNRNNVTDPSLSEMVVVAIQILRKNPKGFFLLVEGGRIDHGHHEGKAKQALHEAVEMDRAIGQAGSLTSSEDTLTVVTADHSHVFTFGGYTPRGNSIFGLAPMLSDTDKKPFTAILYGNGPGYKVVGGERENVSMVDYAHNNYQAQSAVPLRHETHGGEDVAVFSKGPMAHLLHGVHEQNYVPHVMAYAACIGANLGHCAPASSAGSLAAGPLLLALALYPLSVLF
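Control set: EDTA negative control, DMSO positive control / Assay system: human TNAP / Quantity: TNAP 1/800 final / Evaluation: TNAP activation factor scaled between EDTA and DMSO control wells / Measured by: luminescent substrate turnover signal / Compound dosing: one dose, 20 µM / Times: 30 min enzyme reaction at room temperature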
FLuc stim CS – affects firefly luciferase, flagging false hits in luciferase stimulation screens | P08659 | ATPlite luciferase biochemical, luminescence, 10 min; 0 = ATP-free wells, 1 = DMSO control | activation factor at 10 µM | 200,000 tested, under 10 active | AID 1027;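 active means luciferase activation factor, scaled between plate controls, of at least 2 with compound at 10 µM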
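System: Luciferase/luciferin detection reagent, cell-free biochemical luciferase assay | Medium: PBS buffer for ATP | Dosing: Test compounds dosed from 2 mM stocks in 100% DMSO | Timing: 10 min at ambient temperature | Signal: Luminescence measurement of luciferase light output | Evaluation: Luciferase activation, seen as luminescence increase over controls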
TNAP inh hiacc – inhibitors of human TNAP at high phosphate acceptor concentration. purified TNAP, CDP-star luminescence, 1 M DEA. AID 1135. 200,000 compounds, 0.03% hits. inhibition, % at 20 µM. P05186;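 active means over 50% inhibition of tissue-nonspecific alkaline phosphatase at 20 µM in the single-dose screen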;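 further: plate controls were DMSO wells for no effect and EDTA-quenched wells as full inhibition for full effect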
L major viab – inhibitors of Leishmania major promastigote growth. AID 1063. Leishmania major promastigotes, resazurin fluorescence viability. 200,000 compounds, 9% hits. inhibition, % at 10 µM; in the data active means inhibition above about 50%;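 further: promastigotes grown with compound for 44 hours at 28 °C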
TNAP inh noacc – blocks human TNAP activity with no phosphate acceptor present | purified TNAP, CDP-star luminescence, 30 min | inhibition, % at 20 µM | 200,000 compounds, 0.26% hits;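 active means tissue-nonspecific alkaline phosphatase inhibition above about 50% at 20 µM in the single-dose screen, limit read from the data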;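 further: 0% = DMSO negative control and 100% = EDTA positive control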
bIAP activator – increases bovine intestinal alkaline phosphatase activity; purified bovine IAP, CDP-star luminescence, 30 min; active compounds read high; fold of DMSO-control signal, blank-subtracted; activation factor at 20 µM; 200,000 compounds, 0.17% hits; AID 1016;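 active means activation factor of 2 or more at 20 µM, a signal rise over negative controls twice the positive control's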
FLuc inhib CS – inhibits firefly luciferase, flagging false hits in luciferase inhibition screens; ATPLite firefly luciferase biochemical luminescence, 10 min; 200,000 compounds, 1.5% hits; inhibition, % at 10 µM;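 active means inhibition above about 50% when tested at 10 µM, limit read from the data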
bIAP inh – intestinal alkaline phosphatase (bovine) inhibition; 190,000 tested, under 10 active; inhibition, % at 20 µM; purified bovine IAP, CDP-star luminescence, 30 min; AID 1019;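 active means over 50% inhibition of intestinal alkaline phosphatase at 20 µM in the single-dose screen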
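Incubation: 30 min reaction at room temperature / Material: purified bovine intestinal alkaline phosphatase (IAP) enzyme / Input: enzyme at 1/65,000,000 dilution / Dosing: 20 µM single dose / Signal: CDP-star luminescence signal / Reagent: CDP-star chemiluminescent phosphatase substrate, 30 µM final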
RAM network inh – yeast RAM network inhibition; 190,000 compounds, 1.8% hits; inhibition, % at 50 µM; S. cerevisiae dse1pr::URA3 reporter, 5-FOA growth OD615, 2 d; analog-sensitive cbk1-as2 kinase mutant strain;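 active means inhibition above a set limit, 3 SD over mean compound inhibition, cut at about 8.4% in these data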;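 further: 0% = DMSO-only wells with no growth and 100% = 10 µM 1-NA-PP1 full growth; inhibition rescues growth on 5-FOA so higher OD means more RAM inhibition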
APP transl inh – APP translation inhibition; SH-SY5Y APP 5'UTR-luciferase reporter, luminescence; inhibition, % at 2 µM; 190,000 compounds, 0.82% hits;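 active means inhibition above a set limit, derived from the sample mean plus 3 SD, cut at about 45% in these data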; further: values of inactives mirror those of a sister screen read the other way
Numbers without * were called inactive; / = not tested or not shown. This is a random part of the collection. About 13% of those tested had a hit in this group.

SMILES	TNAP act hiacc	FLuc stim CS	TNAP inh hiacc	L major viab	TNAP inh noacc	bIAP activator	FLuc inhib CS	bIAP inh	RAM network inh	APP transl inh
CC(=O)Nc1ccc(S(=O)(=O)Nc2nc(C)cc(-n3nc(C)cc3C)n2)cc1	1	1	-0.5	-7.3	-7.5	0.9	-3.1	6.6	0.9	-10.9
Cc1ccccc1NC(=O)COC(=O)c1c[nH]c(=O)[nH]c1=O	1	1.1	-4.5	-1.7	-8.5	1	-7.4	4.1	1.6	10.6
CCOP(=O)(OCC)/C(=C/N1CCCCC1)NC(=O)c1ccccc1	1	1	-2.1	0.3	-5.3	1.1	-3.1	-11.9	0.2	-5.6
Cc1nnc2ccc(N3CCN(c4cccc(C(F)(F)F)c4)CC3)nn12	1	1	-0.1	-1.8	-2.4	1	-0.1	3.4	0.9	-0.7
CC1CCC/C(=N\Nc2ccc(Cl)c(C(=O)O)c2)C1 (stereo not given)	1	1	-0.7	-9.7	-4.9	1	0.9	-2.3	0.5	-216.8
O=C(NCc1ccccc1)c1ccc(CSc2ccccc2)o1	1.1	1.1	-5.7	9.6	-14.7	0.6	-5.4	36.0	1.9	2.8
CNC(=O)/C(C#N)=C/c1ccc(-c2ccc(OC)cc2[N+](=O)[O-])o1	1	0.9	3.6	3.0	-1.7	0.9	5.8	9.2	-0.2	-4.9
CC1CCc2ccccc2N1C(=N)N(C)C (stereo not given)	1	1	-2.0	-8.3	-4.6	1.2	-2.3	-17.8	0.4	1.0
Cc1cc(C)n(/C(=C\N(C)C)C(=O)c2ccc(Cl)cc2)n1	1	1	0.3	-10.7	-4.2	1.1	-4.3	-8.9	0.5	-19.2
CC1CCCC(C)N1CCNC(=O)Nc1ccc(Cl)cc1 (stereo not given)	1.1	1.1	-8.4	-0.6	-23.9	1.1	-8.4	-5.5	1.0	-12.6
Cc1ccc(C(=O)N/N=C2\CCc3ccccc32)c(C)c1	1	0.4	-1.1	-0.8	-1.6	1	62.1*	0.1	0.8	-126.7
CCOC(=O)c1cccc(NC(=O)CN2C(=O)C3C4C=CC(C4)C3C2=O)c1 (stereo not given)	1	1	-4.9	-1.0	-15.4	0.9	2.7	6.9	2.8	-5.3
CCn1cnc2cc(NCc3ccc(OC)cc3)ccc21	1.1	1	-5.9	1.8	-5.2	1	1.1	-0.5	0.7	-22.0
CCCCCCC(=O)N/N=C/Cc1ccccc1	1	1	-4.2	-9.7	-12.9	1	-1.1	4.4	0.5	-5.3
CCN(CC)C(=O)C(=O)c1cccn1-c1cccc(OC)c1C#N	1.1	1.1	-6.5	-2.2	-5.3	1.1	-7.3	-7.0	2.0	-9.0
CCOc1ccc(-n2c(C)nc3cc(C(=O)NCc4ccco4)ccc32)cc1	1	1.1	-3.4	-0.7	-7.4	1	-5.6	-1.7	0.5	5.0
Cc1ccc(CNC(=O)c2ccc(NC(=O)CCS(=O)(=O)c3cccs3)cc2)cc1	1	1	0.8	-0.9	-1.9	1	-0.8	2.9	2.6	9.4
Cc1cc(C(=O)CN2C(=O)CCC2=O)c(C)n1Cc1ccccc1	1.1	1	-5.4	-2.1	-8.3	1	-0.7	1.8	0.3	0.2
Cc1ccc(CN2CCN(Cc3ccccc3)C(CCO)C2)s1 (stereo not given)	1	1	1.0	-3.0	-6.3	1	-1.9	-2.8	1.6	0.5
CCC(=O)Nc1sc(C(=O)Nc2ccccc2F)c(C)c1C(=O)OC	1	1.1	-3.7	-5.7	-6.1	1	-8.9	-1.0	1.1	-65.5
CN(C)C=Nc1c(C(=O)c2ccccc2)sc2nccc(N(C)C)c12	0.9	1	7.8	-3.5	8.9	1	-4.8	0.0	0.5	-10.1
CC(=O)N1N=C(c2ccncc2)OC12CCCCC2	1	1.1	-0.2	-3.3	1.2	0.9	-6.6	11.1	-0.8	-2.9
COc1ccc(N2C(=S)NC(C)(C)CC2(C)c2ccc(OC(C)=O)cc2OC(C)=O)cc1 (stereo not given)	1	1.1	1.1	2.1	-1.9	0.9	-7.8	5.6	4.8	12.8
COc1ccc(/C=C2/CCc3ccccc3C2=O)cc1OC	1	0.7	-2.0	52.4*	-18.2	0.9	33.2	7.7	0.8	-100.8
C/C(N)=C(/C#N)C(=O)CSc1cc(C)c2ccccc2n1	1	1	-0.8	1.6	-7.2	1	-2.0	0.3	1.4	-11.6
COc1ccc(CNC2CCCCC2)cc1	1	1.1	0.2	72.3*	-0.4	0.7	-10.4	27.7	-0.7	3.0
CCN1C(=O)c2ccc(C(=O)Nc3nccs3)cc2C1=O	1.1	0.8	-5.8	-3.1	-10.7	0.9	17.6	11.8	2.0	12.1
COC(=O)[C@H](CCSC)NC(=O)NCCc1ccc(F)cc1	1	1.1	0.8	-1.8	-9.1	0.9	-8.6	14.1	-0.1	-6.6
Cc1nc(SC(C(=O)c2ccccc2)c2ccccc2)nc2ccccc12 (stereo not given)	1	1	-1.8	44.8	-4.1	1	-4.0	2.8	2.9	6.9
NC(=O)c1cc([N+](=O)[O-])ccc1N1CCCCC1	0.9	1	13.2	-6.2	16.8	1	0.5	-3.3	1.5	22.0
COc1ccc(-n2c(N)c(C(=O)NCc3ccco3)c3nc4ccccc4nc32)cc1OC	1	1	0.0	-0.4	-9.1	0.4	-3.6	/	6.3	29.8
O=C(Cc1ccc(Cl)cc1)Oc1cccc2cccnc12	1.1	1	-6.9	97.3*	-6.1	1.1	-2.4	-8.3	0.0	-2.2
COc1cc(C(=O)NCc2nnc(SCC(=O)N3CCCc4ccccc43)o2)cc(OC)c1OC	1	1.1	-0.1	-4.5	13.0	1.1	-6.4	-12.2	2.0	-1.2
Cc1ccc(C)n1-c1ccccc1N	1	1	3.1	1.6	-1.0	0.9	-1.7	12.9	2.4	17.9
N#Cc1ccc(NC(=O)c2nc(-c3ccccc3)n(-c3ccccc3)n2)cc1	1	1	-2.8	11.0	-5.5	1	-3.8	-0.4	3.0	-8.3
CC(Oc1ccc(Cl)cc1)C(=O)OCC(=O)Nc1ncc(Cl)cc1Cl (stereo not given)	1	1.1	-2.9	-2.3	-7.6	0.9	-8.2	5.1	1.4	-4.8
COc1cc(CC(=O)Nc2ccc3nc(C)sc3c2)cc(OC)c1OC	1	1	-0.6	49.2	6.6	1.2	-3.6	-16.8	5.8	4.3
Cc1ccc(C(C(=O)NC2CCCC2)N(C(=O)c2csnn2)C2CCCC2)o1 (stereo not given)	1.1	1.1	-7.6	0.8	-12.6	0.9	-10.4	9.6	0.1	-17.2
Cc1cc2cc3c(cc2nc1SCC(=O)O)OCCO3	1.1	1	-6.5	-3.4	-14.9	0.9	-0.8	10.0	4.4	5.6
CC(C)C(NC(=O)OCc1ccccc1)C(=O)OCC(=O)N1CCCCC1 (stereo not given)	1	1	-3.6	-8.3	-5.9	0.9	2.3	5.8	1.1	-12.6
COc1ccccc1-c1cc(-c2cc(Cl)ccc2O)n[nH]1	1	1	-1.4	8.4	-8.8	1	-1.2	2.8	3.1	-23.9
COc1cccc(S(=O)(=O)Nc2ccc(C(=O)N3CCCCCC3)cc2)c1	1.1	1	-6.3	3.3	-15.5	1	-2.8	2.1	1.1	14.9
COc1ccc(S(=O)(=O)N2CCC(C)CC2)cc1Br	1	1	0.2	-0.1	-7.2	0.8	-3.1	21.9	1.7	-8.9
CCOC(=O)C1=C(c2cccc(F)c2)NC(=S)NC1C (stereo not given)	1.1	1.1	-7.5	-3.1	-8.6	0.8	-6.6	16.5	0.8	-27.7
